Ba/F3 V617F tox: loss of viability in JAK2V617F-driven Ba/F3 cells | Ba/F3 EpoR-JAK2V617F viability, ATP luminescence | inhibition, % at 5.6 µM | 220,000 compounds, 1.1% hits;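 active = inhibition above the campaign mean plus 3 SD over all tested compounds, cut at about 24% in these data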;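 also: cytokine-independent growth of Ba/F3 cells driven by EpoR plus mutant JAK2; 0% = DMSO-treated cells and 100% = JAK inhibitor I control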
CHOP inh: CHOP inhibition in unfolded protein response; inhibition, % at 10 µM; 220,000 compounds, 3.8% hits; CHO-K1 CHOP-promoter luciferase, tunicamycin-induced, 15-18 h;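 active = compounds that reduced the stress-induced luciferase reporter signal by more than about 70% of percent inhibition, limit read from the data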;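 also: 0% = tunicamycin plus vehicle and 100% = wells without tunicamycin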
BaF3 parental: reduces parental Ba/F3 cell viability, JAK2V617F counter-screen | CellTiter-Glo ATP luminescence | inhibition, % at 5.6 µM | 220,000 compounds, 1.1% hits;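 active = inhibition above a per-campaign cutoff, the mean inhibition of all tested compounds plus 3 SD, cut at about 27% in these data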;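 also: 0% = DMSO wells and 100% = JAK Inhibitor I control wells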
S1P4 antag: blocks the human S1P4 receptor | O95977 | S1P4-expressing cells, antagonist mode, reporter read-out | inhibition, % at 4.98 µM | 220,000 compounds, 0.26% hits; in the data active = inhibition above about 29%;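 also: 0% = wells stimulated with agonist and 100% = vehicle wells without agonist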
Target sequence (O95977 whole entry, looked up): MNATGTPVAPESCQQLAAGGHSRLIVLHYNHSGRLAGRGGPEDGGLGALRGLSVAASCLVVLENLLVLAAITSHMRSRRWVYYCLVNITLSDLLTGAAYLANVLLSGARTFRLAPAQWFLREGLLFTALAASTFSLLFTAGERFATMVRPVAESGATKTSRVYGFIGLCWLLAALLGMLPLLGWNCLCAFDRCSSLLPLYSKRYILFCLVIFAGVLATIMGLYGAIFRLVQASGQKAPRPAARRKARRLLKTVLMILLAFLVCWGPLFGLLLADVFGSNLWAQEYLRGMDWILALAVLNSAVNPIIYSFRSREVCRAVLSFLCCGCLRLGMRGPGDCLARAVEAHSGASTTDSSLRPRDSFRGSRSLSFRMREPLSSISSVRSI
S1P4 ag: agonists of human S1P4 receptor; S1P4-expressing cell line, agonist reporter assay; O95977; activation, % at 4.98 µM; 220,000 compounds, 0.35% hits; in the data active = activation above about 11%;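 also: 0% = DMSO vehicle and 100% = reference agonist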
NPY-Y1 PAM-ag: human NPY-Y1 potentiation or agonism, primary screen; AID 1304; P25929; NPY-Y1 expressing cells, potentiator/agonist activation; activation, % at 3.6 µM; 220,000 compounds, 0.37% hits; in the data active = activation above about 33%, passing the limit was not always enough;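 also: cells stimulated with NPY at EC10 then isoproterenol at EC100; 0% = low agonist plus stimulus and 100% = saturating agonist plus stimulus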
NPY2 pot ag: human NPY-Y2 potentiation or agonism, primary screen; AID 1359; activation, % at 3.6 µM; P49146; cells expressing NPY-Y2, potentiator/agonist read-out; 220,000 compounds, 0.45% hits; in the data active = activation above about 27%;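 also: cells stimulated with NPY near EC25 plus isoproterenol at EC100; 0% = vehicle plus submaximal agonist and 100% = vehicle plus saturating agonist; some results beyond the cut were filed as inactive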
Target sequence (P49146 whole entry, looked up): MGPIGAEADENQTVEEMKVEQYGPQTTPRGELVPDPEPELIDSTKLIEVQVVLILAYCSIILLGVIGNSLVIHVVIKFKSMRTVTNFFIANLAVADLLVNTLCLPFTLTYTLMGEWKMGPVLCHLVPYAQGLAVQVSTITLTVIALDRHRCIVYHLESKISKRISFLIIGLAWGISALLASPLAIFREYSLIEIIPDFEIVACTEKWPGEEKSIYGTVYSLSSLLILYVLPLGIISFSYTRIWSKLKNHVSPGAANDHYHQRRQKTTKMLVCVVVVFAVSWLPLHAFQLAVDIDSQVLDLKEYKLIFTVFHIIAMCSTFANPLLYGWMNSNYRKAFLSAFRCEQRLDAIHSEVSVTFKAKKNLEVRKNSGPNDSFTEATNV
NPY-Y1 antag: blocks the human neuropeptide Y Y1 receptor | P25929 | HEK293-CNG Y1 cells, membrane potential fluorescence; NPY at EC95, then isoproterenol | inhibition, % at 3.6 µM | 200,000 compounds, 1% hits | AID 1040;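 active = inhibition above the campaign mean inhibition of all tested compounds plus 3 SD, cut at about 20% in these data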;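 also: 0% = DMSO wells given NPY plus isoproterenol and 100% = isoproterenol alone without NPY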
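Assay system: HEK293 Y1/CNG channel cell line; Doses: single compound dose of 3.6 µM, 0.4% DMSO; Timing: dye 3 h, compound 60 min room temperature, stimulation 45 min; Technique: Membrane-potential fluorescent dye readout; Measure: % inhibition of NPY effect.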
NCF1 inh: p47phox (human) inhibition; AID 1274; inhibition, % at 24.7 µM; 220,000 compounds, 0.53% hits; p47phox/p22phox peptide binding, fluorescence polarization, 2 h;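 active = inhibition above about 30%, limit read from the data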;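 also: 0% = p47phox with labelled peptide and 100% = labelled peptide alone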
Numbers without * were called inactive; / = not tested or not shown; & = joins results of further samples.

Compound	BaF3 parental	NPY2 pot ag	Ba/F3 V617F tox	NPY-Y1 antag	S1P4 antag	NCF1 inh	CHOP inh	S1P4 ag	NPY-Y1 PAM-ag
CC1=NN(c2nc(-c3ccccc3)cs2)C(=O)C1	3	5	3	-1	-7	-6	-25	2.3	3
COc1cc(C2C(C(=O)c3ccc(C)o3)=C(O)C(=O)N2Cc2cccnc2)ccc1O (stereo not given)	2	-2	0	9	-2	-15&-10	46&20	1.4	-9
Cc1cccc(C)c1NC(=O)C1=C(O)c2ccccc2N(C)S1(=O)=O	-3	-1	-1	8	-12	-8	0	0.3	-19
CCCc1nc(NC2CCCCC2)c(C#N)c2c1COC(C)(C)C2	0	17	1	-4	-19	-12	60	0.7	-9
O=C(c1ccco1)N1CCN(CC(=O)N(C2CCCCC2)C2CCS(=O)(=O)C2)CC1 (stereo not given)	-2	7	-4	-4	-31	-7	13	2.4	17
CCOC(=O)C1CCN(c2c(NCCC(C)C)c(=O)c2=O)CC1	-1	-14	-2	/	6	-4	-21	-0.7	12
O=C(O)CCn1c(CO)nc2ccccc21	7	-22	1	-1	-13	0	14	0.4	1
Cc1c(N2C(=O)CSC2c2ccco2)c(=O)n(-c2ccccc2)n1C (stereo not given)	-3	-3	-1	/	-6	-10	6	0.8	12
CCOc1ccccc1NC(=O)Nc1ccc(Cl)cc1	7	2	2	4	7	-19	-5	-0.7	-33
C=CCC(O)c1c(-c2ccccc2)nn(C)c1Cl (stereo not given)	9	-10	5	1	-2	7	6	1.1	-5
Cc1cccc(C(=O)N/N=C/C(C)Cc2ccc3c(c2)OCO3)c1 (stereo not given)	9	-13	2	10	-19	-3	-2	1.1	-25
Cc1cc(C)c2c(n1)sc1c(N3CCN(C)CC3)ncnc12	6	-17	-2	/	-5	-2	10	1.0	-7
CCN(CC)CCN(Cc1cc2cc3c(cc2[nH]c1=O)OCCO3)C(=S)NCC1CCCO1 (stereo not given)	0	-7	-5	-3	4	-12	34	0.1	3
O=[N+]([O-])C(=C1Nc2ccccc2N1)C(Cl)=C(Cl)Cl	12	-7	4	-7	3	-1	45	-0.1	12
CCN(Cc1ccccc1)C(=O)COC(=O)c1cc(Cl)nc(Cl)c1	2	-11	6	2	-7	-3	-1	-0.5	-12
CCn1c2ccccc2c2cc(CN3CCN(S(=O)(=O)CC)CC3)ccc21	12	-28	6	-3	-27	-6	25	0.4	-7
CC(=O)N(C(C)=O)c1c(N2CCOCC2)c2ccccc2oc1=O	3	8	-5	6	-16	-12	-20	-2.5	4
COCCNC(=O)CNC(=S)N(CCCN1CCOCC1)Cc1cccs1	5	-3	0	-5	-1	11	21	2.6	-2
COc1cc(C(CC(=O)O)n2cnnn2)ccc1OC(C)C (stereo not given)	4	-9	0	2	2	-12	-1	1.6	-6
CCN(CC)CCCNC(=O)C1CCN(C(=O)c2cc3sccc3n2Cc2ccc(F)cc2)CC1	4	100*	-2	-5	7	-1	30	2.0	64*
Cc1cc(NC(=O)COC(=O)c2ccco2)no1	1	-2	4	-1	9	5	21	0.9	-5
CC(=O)c1c(C(=O)O)[nH]c(C(=O)O)c1C	4	-8	4	-3	-7	19	5	1.5	-8
Cn1c(C(=O)N2CCN(c3ncccn3)CC2)cc2c(=O)n(C)c3ccccc3c21	8	4	-4	-1	12	-5	-6	-1.4	-7
O=C(CSCCO)Nc1ccc(C23CC4CC(CC(C4)C2)C3)cc1	3	9	-3	-5	-18	-2	42	2.5	5
COc1ccccc1Cc1nc(-c2ccc(C)cc2)no1	5	-19	0	4	-21	-13	40	0.0	-27

(cont.)
Compound	BaF3 parental	NPY2 pot ag	Ba/F3 V617F tox	NPY-Y1 antag	S1P4 antag	NCF1 inh	CHOP inh	S1P4 ag	NPY-Y1 PAM-ag
COc1cc(/C=N/NC2=NC(C)(C)Cc3ccccc32)cc(OC)c1OC	9	-15	5	4	7	-3	11	0.0	4
O=c1[nH]cnc2scc(-c3ccc(F)cc3)c12	10	-21	5	5	1	1	11	-2.0	-11
CS(=O)(=O)c1ccc(C(=O)NC2CCCCC2)cc1	2	2	0	-2	3	8	-6	-0.2	18
CCc1ccccc1NC(=O)CCC(=O)OCC(=O)c1ccc(-c2ccccc2)cc1	-5	1	0	3	5	-16	25	0.7	16
Clc1ccc(OCc2nn3c(-c4ccco4)nnc3s2)cc1	8	-15	4	15	-2	2	26	0.0	-21
Nc1nc(-c2ccco2)nn1S(=O)(=O)c1ccc(Cl)cc1	0	-1	4	-2	-18	-1	3	2.0	-8
Cc1cc(Br)c(OCc2ccc(C(=O)N/N=C3\CC4CC=CC34)cc2)c(Br)c1 (stereo not given)	4	-14	-1	-3	2	-31	-5	0.9	-17
Oc1ccc2ccc3[nH]cnc3c2c1	-6	-18	-6	/	4	5	24	-0.4	11
CCN1CCN(Cc2nc3c(c(=O)n(C)c(=O)n3C)n2C(C)C(C)=O)CC1 (stereo not given)	6	6	3	-1	-14	9	-27	-0.1	-9
C=CCn1c(=O)c2ccccc2n2nnc(C(=O)OCC)c12	-3	-28	-4	/	-2	3	2	1.2	-7
O=C(OCn1cncn1)c1ccc(Cl)cc1Cl	2	-11	-1	-5	-2	-1	10	-0.6	-2
O=C(CSCc1ccco1)c1cccs1	2	5	-2	6	-2	-17	-25	-0.7	-2
CCOC(=O)c1cc(-c2ccco2)nc2c1c(C)nn2CCC#N	6	-17	-2	10	6	-17	-21	-0.7	-6
N#Cc1cn(CC(=O)N2CCCC2)c2ccccc12	3	16	-2	-3	-19	-10	7	-1.5	-1
Cc1nn(C)cc1CNC(=O)Nc1ccc(Cl)cc1	0	1	-3	-5	-20	-12	-11	-0.5	-16
CCOc1ccc(NC(=S)C(C#N)=C2N(C)c3ccccc3N2C)cc1	9	-4	1	1	-5	-1	-5	-0.5	5
COc1ccc(NS(=O)(=O)c2cccc(NC(=O)c3ccccn3)c2)cc1	8	-4	-4	/	11	-9	12	0.9	-2
O=C(/C(=C/O)N=Nc1ccccc1)c1cccs1	3	8	-2	-1	-9	3	-24	1.3	-6
CCc1ccc(NC(=O)Cn2nnc(C(=O)NCc3cccs3)c2N)cc1	1	13	2	-6	6	2	6	0.5	21
COc1ccc(CN(Cc2cccn2C)S(=O)(=O)c2ccccc2)cc1	3	-2	-4	/	-2	-9	13	0.4	-4
COC(=O)C(C)NS(=O)(=O)c1ccc(NC(C)=O)cc1 (stereo not given)	5	3	5	-2	0	-3	30	-0.6	5
COc1ccc(/C=C/c2nnc(NC(=O)COc3ccc(C)cc3)s2)cc1	5	1	2	-2	-8	-10	-2	-0.2	-5
COc1ccc2c(c1)c(=O)oc1cc3oc(C)c(C)c3cc12	5	-8	-2	3	-4	3	21	2.5	-7
O=C(Nc1ccc(N2CCN(C(=O)c3ccccc3)CC2)c(Cl)c1)c1cccnc1	2	-9	-3	-2	8	-10	51	0.3	1
Cc1cc(S(=O)(=O)NCC(C)C)ccc1OCC(=O)NCc1ccco1	1	4	3	-1	1	2	-3	0.9	-13

Later entries
Compound	BaF3 parental	NPY2 pot ag	Ba/F3 V617F tox	NPY-Y1 antag	S1P4 antag	NCF1 inh	CHOP inh	S1P4 ag	NPY-Y1 PAM-ag
O=C(c1cc(-c2cccs2)on1)N1CCN(c2ccccc2)CC1	9	-22	6	25*	1	-18	-26	-0.8	-32
CCOC(=O)CSc1nnc(CNC(=O)c2ccc(S(=O)(=O)N(C)C)cc2)n1C	5	14	-2	7	-4	-12	2	0.5	8
CC(=O)c1c(COC(=O)c2ccccc2)nc2ccccc2[n+]1[O-]	-1	4	-2	2	4	8	-4	1.3	-14
CC(C)(C)OC(=O)NCCCC(CCCNC(=O)OC(C)(C)C)C(=O)O	1	-2	0	4	-9	5	8	2.9	-8
Cc1ccc2[nH]c3c(c2c1)CN(C(=O)CN1c2ccc(F)cc2CCC1C)CC3 (stereo not given)	95*	14	1	0	15	196*	53	1.4	7
C#CC[N+]1(CC#Cc2ccccc2)CCCC1	45*	3	40*	1	2	4	-5	-1.3	-13
CCCCC(=O)Nc1cccc(NC(=O)c2ccc(Br)cc2)c1	4	-14	0	3	-3	-15	43	0.1	-1
Cc1ccc(CNC(=O)C(OC(=O)c2ccco2)C(C)C)cc1 (stereo not given)	4	-15	-1	7	-1	1	0	-0.6	-12
COC(=O)c1cc(OC)c(OC)cc1NC(=O)c1ccc(C)cc1	3	1	0	8	-6	-11	40	0.6	-9
Cc1ccc(C(=O)Nc2ccc(C(=O)N3CCCCC3)cc2)cc1	2	-4	-1	-2	-2	-19	-7	0.0	10
Cc1ccn(CCSCC(=O)O)n1	2	-8	2	4	2	-11	32	1.1	-2
C=CCSc1nc2c(c(=O)[nH]c(=O)n2C)n1C/C=C(/C)Cl	2	-4	0	2	-10	-12	19	-1.2	-9
CCOc1cccc(C2C(C(=O)c3ccc(C)o3)=C(O)C(=O)N2Cc2ccncc2)c1 (stereo not given)	4	-2	-3	3	-12	-24	-3	-0.6	5
COC(=O)Cc1ccc(NC(=S)NC(C)(C)C)cc1	7	0	0	8	8	-2	-5	-1.0	16
COc1ccccc1-c1ccc(/C=C2/C=C(C)OC2=O)o1	3	-4	5	-1	5	-15	-29	7.3	-12
COc1ccc(-c2nc3ccccc3s2)cc1NC(C)=O	2	11	1	-1	-23	-21	36	0.9	15
Cn1ccnc1C1CCCCN1Cc1nc(-c2ccc3c(c2)OCO3)no1 (stereo not given)	1	-18	-4	42*	-6	6	-4	-2.4	-21
CCSc1nc2cc(C(=O)OC)ccc2c(=O)n1CC	2	5	-5	-1	-7	-10	51	-1.2	6
COc1ccccc1-c1nnc(NC(=O)OCC(C)C)s1	1	-29	0	11	-4	3	6	-4.5	-26
CCOC(=O)CN1C(=N)N(c2nc(NC(C)C)nc(OC)n2)CC1=O	-2	-2	-1	/	9	-3	13	1.8	5
CN(C)c1ccc(C=NCC2(O)CCOC(C)(C)C2)cc1 (stereo not given)	-1	5	-1	1	5	-7	-1	-0.2	9
CCN1CCN(c2ccc(S(=O)(=O)N(CC)CC)cc2[N+](=O)[O-])CC1	4	-3	-1	-2	-8	-11	3	4.7	-13
COc1ccc(Cl)cc1NC(=O)N1CCC(C)CC1	3	-2	0	7	-3	1	-8	1.0	-14
Cc1cccc(C)c1NC(=O)N1C(C(=O)O)CSC1C(=O)O (stereo not given)	9	-19	8	-4	8	67*	-9	-5.3	4
CC(C)(C)c1ccc(C(=O)Nc2ccc(Oc3cccnc3)nc2)cc1	3	23	1	/	-16	8	22	0.3	-26
CCN(CC)S(=O)(=O)c1ccc2oc(C(=O)NC3CCCc4ccccc43)c(C)c2c1 (stereo not given)	4	-11	-2	7	0	10	21	0.3	1
O=C(Nc1ccc(F)c(F)c1)c1cc(S(=O)(=O)N2CCN(c3ccccn3)CC2)ccc1F	3	17	-4	-1	-18	7	-27	1.9	14

3 compounds from above, ordered by molar mass, smallest number first:
Compound	BaF3 parental	NPY2 pot ag	Ba/F3 V617F tox	NPY-Y1 antag	S1P4 antag	NCF1 inh	CHOP inh	S1P4 ag	NPY-Y1 PAM-ag
C#CC[N+]1(CC#Cc2ccccc2)CCCC1	45*	3	40*	1	2	4	-5	-1.3	-13
Cc1cc(NC(=O)COC(=O)c2ccco2)no1	1	-2	4	-1	9	5	21	0.9	-5
CC1=NN(c2nc(-c3ccccc3)cs2)C(=O)C1	3	5	3	-1	-7	-6	-25	2.3	3
